# Compound activity from PubChem.
# IDE inh: cellular human IDE inhibition; HEK cells, FAbetaB cleavage, fluorescence polarization; inhibition, % at 5.59 µM; 320,000 tested, 0.41% active; AID 434962;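 active means percent inhibition above the average of all tested compounds plus 3 SD, set per screening campaign, cut at about 16% in these data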;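 further: IDE supplied by intact live HEK cells; FP after avidin binding of uncleaved biotin substrate so inhibition keeps polarization high; 0% = DMSO wells and 100% = 60 µM reference IDE inhibitor Ii1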
# Target sequence (P14735 whole entry, looked up): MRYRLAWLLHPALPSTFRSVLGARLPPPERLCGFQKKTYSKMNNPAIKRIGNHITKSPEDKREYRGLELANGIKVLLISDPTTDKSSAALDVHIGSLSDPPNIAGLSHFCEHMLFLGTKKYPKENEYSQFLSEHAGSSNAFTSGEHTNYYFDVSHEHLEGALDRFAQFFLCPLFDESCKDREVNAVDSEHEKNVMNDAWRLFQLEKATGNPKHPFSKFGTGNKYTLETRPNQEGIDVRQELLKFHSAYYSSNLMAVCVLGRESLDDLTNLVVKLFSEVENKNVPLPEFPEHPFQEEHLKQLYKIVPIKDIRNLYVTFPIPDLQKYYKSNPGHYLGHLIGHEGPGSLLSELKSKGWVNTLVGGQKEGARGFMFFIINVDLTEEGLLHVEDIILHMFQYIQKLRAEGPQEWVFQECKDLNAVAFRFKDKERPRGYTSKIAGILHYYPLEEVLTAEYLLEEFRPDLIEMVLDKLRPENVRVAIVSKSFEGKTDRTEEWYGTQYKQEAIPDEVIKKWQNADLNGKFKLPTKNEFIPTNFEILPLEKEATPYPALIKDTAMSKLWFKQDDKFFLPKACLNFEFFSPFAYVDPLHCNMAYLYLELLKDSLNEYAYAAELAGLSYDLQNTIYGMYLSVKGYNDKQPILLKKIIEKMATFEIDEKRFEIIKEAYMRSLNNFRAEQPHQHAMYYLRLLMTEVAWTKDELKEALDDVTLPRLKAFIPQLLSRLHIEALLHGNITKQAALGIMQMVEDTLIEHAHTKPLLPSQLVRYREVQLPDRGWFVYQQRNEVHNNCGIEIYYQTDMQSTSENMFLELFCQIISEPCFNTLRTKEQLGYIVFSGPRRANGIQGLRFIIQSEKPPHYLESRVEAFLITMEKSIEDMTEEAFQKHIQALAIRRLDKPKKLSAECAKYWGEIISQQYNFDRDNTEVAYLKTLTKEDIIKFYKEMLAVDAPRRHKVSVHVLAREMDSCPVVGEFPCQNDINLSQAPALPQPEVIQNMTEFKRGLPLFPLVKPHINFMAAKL
# p-CIP stab down: p/CIP protein destabilization | F442A p/CIP-EGFP cells, EGFP fluorescence, 16 h | decrease of EGFP signal, % at 10 µM | 290,000 tested, 0.01% active | AID 1984;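 active means EGFP signal decrease of at least 30% at 10 µM or well 3 SD below plate mean, unless failing retest; inactive means the rest, including hits failing retest or dose response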; further: some compounds called inactive have numbers as strong as hits; many of its hits are not listed in these tables
# VIM-2 inh: inhibitors of Pseudomonas aeruginosa VIM-2 metallo-beta-lactamase. purified VIM-2, nitrocefin hydrolysis, epi-absorbance fluorescence. inhibition, % at 5.6 µM. 290,000 tested, 0.89% active. AID 1527;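 active means inhibition above the mean of all tested compounds plus 3 SD, cutoff set per screening run, cut at about 7.5% in these data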;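 further: red hydrolysis product quenches plate fluorescence so inhibitors raise well fluorescence; 0% = enzyme with DMSO and 100% = DMSO without enzyme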
# IMP-1 inhibitor: inhibitors of Pseudomonas aeruginosa IMP-1 metallo-beta-lactamase; purified IMP-1, nitrocefin hydrolysis, epi-absorbance fluorescence; inhibition, % at 5.6 µM; 290,000 tested, 0.45% active; AID 1556;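 active means inhibition above the mean plus 3 SD of all compounds in the same screening run, cut at about 4.5% in these data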;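 further: 0% = IMP-1 with DMSO and 100% = DMSO wells lacking enzyme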
#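 assay system = purified recombinant IMP-1 metallo-beta-lactamase enzyme | schedule = 15 min preincubation plus 25 min reaction at 25 °C | signal = Epi-absorbance fluorescence, 480 nm excitation, 530 nm emission | read-out basis = percent inhibition from optical density relative to buffer-blank wells | controls = IMP-1 with DMSO as 0%, enzyme-free DMSO as 100%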
# IDE cell activ: boosts human insulin-degrading enzyme activity in HEK cells; FAbeta-B cleavage, fluorescence polarization; 0% vehicle, 100% cell-free pure enzyme wells; activation, % at 5.96 µM; 340,000 tested, 0.073% active; AID 493087;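 active means activation above the mean of all tested compounds plus 3 SD, set per screening campaign, cut at about 17% in these data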
# FID counter: counter-screen for HCV NS3 helicase inhibitors: DNA intercalator displacement; inhibition, % at 7.9 µM; AID 1845; 290,000 tested, 0.17% active; DNA fluorescent intercalator displacement, fluorescence; in the data active means inhibition above about 37%;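 further: 0% = vehicle and 100% = reference compound; higher means more ethidium bromide displaced from hairpin DNA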
# SUMO HTRF inh: inhibitors of human SUMOylation (UBC9). HTRF SUMOylation assay, SAE1/SAE2 + UBC9, in vitro. inhibition, % at 35 µM. 290,000 tested, 0.36% active. P63279. AID 2006; in the data active means inhibition above about 50%, passing the limit was not always enough; further: strong numbers were not always called active
# NS3 helicase inh: HCV NS3 helicase inhibition. NS3 helicase DNA unwinding, Cy5 molecular beacon fluorescence. 290,000 tested, 0.56% active. inhibition, % at 10.9 µM;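 active means inhibition above the mean of all tested compounds plus 3 SD, set per campaign, cut at about 35% in these data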;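 further: 0% = DMSO wells and 100% = thioflavine S control wells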
#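 System: NS3 helicase fragment of HCV / Schedule: 1 h at 25 °C / Control set: DMSO alone as 0% and 110 µM thioflavine S as 100% / Reagent: Cy5/quencher beacon DNA duplex and ATP to start / Technique: Cy5 fluorescence / Replication: singlicate / Evaluation: % inhibition of end-to-start signal ratio versus controls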
# PfM18AAP inh: PfM18AAP enzyme inhibition. recombinant PfM18AAP, H-Glu-NHMec fluorogenic cleavage. inhibition, % at 7.35 µM. 290,000 tested, 1.2% active. AID 1822;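 active means inhibition above the campaign mean inhibition over all tested compounds plus 3 SD, cut at about 28% in these data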;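 further: 0% = plate median of test compound wells and 100% = 2 mM ZnCl2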
# Starred values were filed as active, the others as inactive; x = not tested or not shown.
# The first 3 records, ahead of the listing:
SMILES,IDE inh,p-CIP stab down,VIM-2 inh,IMP-1 inhibitor,IDE cell activ,FID counter,SUMO HTRF inh,NS3 helicase inh,PfM18AAP inh
COc1ccc(OC)c(S(=O)(=O)N(C)CC(=O)N2CCc3ccccc3C2)c1,6,-3,0.3,-5.8,3,-21,6,-7,-9
O=C(N/N=C/c1ccc2c(c1)OCO2)C(=O)Nc1ccccc1,5,-8,0.0,-3.0,4,-4,26,5,4
COc1ccccc1OCC(=O)Nc1ccc(S(=O)(=O)Nc2cc(C)nc(C)n2)cc1,3,-5,-3.5,-3.5,3,-7,6,5,-7

# Main list (from the top)
SMILES,IDE inh,p-CIP stab down,VIM-2 inh,IMP-1 inhibitor,IDE cell activ,FID counter,SUMO HTRF inh,NS3 helicase inh,PfM18AAP inh
COc1ccc(OC)c(S(=O)(=O)N(C)CC(=O)N2CCc3ccccc3C2)c1,6,-3,0.3,-5.8,3,-21,6,-7,-9
O=C(N/N=C/c1ccc2c(c1)OCO2)C(=O)Nc1ccccc1,5,-8,0.0,-3.0,4,-4,26,5,4
COc1ccccc1OCC(=O)Nc1ccc(S(=O)(=O)Nc2cc(C)nc(C)n2)cc1,3,-5,-3.5,-3.5,3,-7,6,5,-7
O=C(NCCCO)C(=O)NCC(c1ccc2c(c1)OCO2)N1CCN(c2ccc(F)cc2)CC1 (stereo unspecified),5,-10,0.2,-1.1,5,-32,1,-1,0
CCOc1ccc(CN2C(=O)c3ccccc3C2C(=O)NCC2CCCO2)cc1 (stereo unspecified),6,-16,0.5,1.2,4,-14,2,6,-10
COc1ccc(/C=N/NC(=O)c2[nH]c(C)c(C(=O)N/N=C/c3ccc(OC)cc3)c2C)cc1,2,-14,-4.0,-3.5,0,-18,0,14,9
CS(=O)(=O)N1CCc2cc(C(=O)Nc3ccccc3Br)ccc21,x,0,-0.8,-1.9,3,-12,-9,6,2
CC(C)CCNC(=O)CN(C(=O)CCC(=O)Nc1ccccn1)c1ccc(F)c(Cl)c1,2,4,-1.1,-2.7,2,-5,4,-1,-6
CC12CCC(C(=O)NC3CCCCC3)([C@H](Br)C1=O)C2(C)C (stereo partly specified),-1,-13,-0.5,-1.6,2,-7,6,16,-1
Cn1c(SCC(=O)c2c(N)n(C)c(=O)n(C)c2=O)nnc1-c1ccccc1F,-1,-11,0.2,-2.0,2,3,21,-6,1
CC1(C)NC(=O)N(CC(O)Cn2c3ccccc3c3ccccc32)C1=O (stereo unspecified),0,-19,-6.7,-2.1,8,-2,13,-5,2
Cc1ccc(-c2nnc3ccc(SCC(=O)Nc4cc(C)on4)nn23)cc1,4,-7,0.5,-3.6,-8,8,20,-3,4
CCc1nn(CC(=O)NCc2cccnc2)c(=O)c2cc3occc3n12,-5,2,1.3,0.0,8,-5,-13,15,6
C=CCOc1ccc(CNn2c(C)n[nH]c2=S)cc1OC,3,-19,-1.3,-0.5,0,-11,-1,0,-6
Cc1cccc(C)c1NC(=O)C1CCCN1C(=O)Nc1cccc(F)c1 (stereo unspecified),5,-15,-1.2,-0.7,-4,-9,-10,6,1
COC(=O)c1cc(OC)c(OC)cc1NC(=S)N1CCN(c2ccccn2)CC1,-2,-16,-4.2,-2.6,4,-20,-7,0,2
CCOC(=O)CCN1C(=O)c2ccccc2Sc2ncccc21,1,-7,-1.3,-3.9,1,-8,-5,5,-1
CCOc1ccc(-c2cn(S(=O)(=O)c3cccc4nsnc34)nc2N)cc1,-1,-2,-2.5,0.5,-6,-2,35,-1,5
O=c1[nH]ncc2c3ccccc3n(Cc3ccc(F)cc3)c12,0,-1,0.3,1.1,4,-4,1,0,4
CC(C)Oc1ccccc1C1(c2ccccc2)NC(=O)NC1=O (stereo unspecified),-2,-7,0.0,-3.2,-3,-5,12,-8,-10
CN(CC(=O)Nc1ccc(Cl)cc1)C1CCCCC1,7,-11,-1.6,-4.3,0,5,10,0,9
CCSc1ccccc1C(=O)NCc1ccc(OC)cc1,-2,-8,0.1,-3.2,4,-8,24,4,3
O=C(Nc1cccc(Cl)c1)c1ccc2c(c1)OCCO2,1,-11,-1.0,1.3,0,-6,9,-1,5
O=C(N/N=C/c1cccnc1)C(=O)N1CCCCCC1,-1,-6,-2.5,-1.3,4,-7,9,2,-3
C/C(N)=C(/C#N)C(=O)CSc1nc2cc(Cl)ccc2c(=O)n1-c1ccc(C)cc1,3,-8,-4.6,-5.1,-1,2,11,-20,0
CCCS(=O)(=O)c1c(S(=O)(=O)CCC)c2cc(-c3ccncc3)ccn2c1C(=O)OC,3,-6,-1.4,-2.8,3,-17,36,-5,2
CC(=O)N(C)c1ccc(C(O)(C(F)(F)F)C(F)(F)F)cc1,6,-11,-1.9,-2.4,-3,-2,14,5,4
Cc1nc2ccc(NC(=O)c3cc(S(=O)(=O)N(C)c4ccccc4)ccc3Cl)cc2s1,5,-10,-2.1,-4.6,1,-14,2,-20,3
COc1ccccc1N1N=C(c2cccs2)CC1c1ccccc1 (stereo unspecified),11,-6,-2.7,-4.2,-1,-6,25,1,22
O=C(C1CCCO1)N1CCN(C(=S)Nc2ccccc2)CC1 (stereo unspecified),-2,-26,1.2,-0.1,-2,-2,12,11,-15
O=C(O)C1(c2ccccc2)CCN(S(=O)(=O)c2ccccc2)CC1,0,-1,-3.7,-3.2,3,-13,16,2,-4
c1ccc(-n2ncc3c(N4CCN(c5ccccn5)CC4)nc(N4CCCCCC4)nc32)cc1,1,-42,-3.1,0.5,-5,-12,21,22,8
CC(C)=CCN1CCN(Cc2ccc3nsnc3c2)CC1CCO (stereo unspecified),3,6,-1.8,-1.3,-1,2,4,-8,1
OCCNc1nc(N2CCCC2)nc(N2CCCC2)n1,6,6,-2.7,-2.1,3,-5,12,-6,3
CN(C(=O)COc1ccc(Cl)cc1Br)C1CCCCC1,1,-15,-1.3,-0.8,4,-19,-1,10,-8
CC(C)(C)NC(=O)COC(=O)c1ccc2c(c1)C(=O)N(Cc1ccco1)C2=O,-2,1,-4.0,-4.5,-3,-22,-6,1,3
CC(C)c1ccc(NC(=S)NNc2ccc(Cl)c(C(=O)O)c2)cc1,-1,-9,-2.9,-3.5,4,-25,26,-1,40*
CSC(=NC#N)N1CCN(c2ccc(Cl)cc2)CC1,4,-4,-4.0,-2.4,-3,-11,23,-2,4
Cc1noc(C)c1C(=O)Nc1ccc(S(=O)(=O)N2CCCCC2)cc1,0,6,-0.8,-1.4,4,-20,12,-3,-2
Cc1occc1-c1nnc(SCC(=O)NCc2cccs2)n1-c1ccc(F)cc1,10,-14,-3.6,-3.4,-2,-32,-4,1,3
Cc1ccc2nc(C3CCCN(C(=S)Nc4ccccc4C)C3)[nH]c2c1 (stereo unspecified),0,-2,-2.6,-3.1,-2,-2,19,-1,-5
Cc1ccc(CNC(=O)c2cncc(Br)c2)cc1,-5,-19,-0.5,0.2,1,-6,21,8,0
COC(=O)c1c(N2C(=O)[C@H]3[C@@H](C2=O)[C@]2(C(=O)Nc4c2ccc(C)c4C)N2CCC[C@@H]32)sc(C)c1C,-1,-2,-1.2,-2.1,2,-9,-5,26,2
O=c1c(NCCc2ccccc2)c(-c2ccccc2)c1=O,2,-12,0.1,-1.1,3,1,8,-10,2
O=C(Nc1cccnc1Cl)c1cc(-c2ccc(F)cc2)on1,1,-7,0.3,-3.4,7,-1,2,5,4
CCCNS(=O)(=O)c1ccc(OCC(=O)N2CCCC2)cc1,3,-10,2.7,-3.5,10,-2,0,0,0
CC(C)C(=O)Nc1nnc(-c2ccccc2)o1,5,-3,-0.5,1.4,-1,2,16,0,8
COC(=O)NCCc1cc(OC)c(OC)cc1S(=O)(=O)N1CC(=O)Nc2ccccc21,6,7,-2.4,0.3,0,-9,-4,-1,-1
COc1cc(C(=O)NC(C)CCn2cccn2)ccc1OC1CCN(C(C)=O)CC1 (stereo unspecified),1,-1,-2.7,-2.8,-2,-11,-3,0,5
NC(=O)c1ccccc1NC(=O)c1ccc2ccccc2c1,5,-4,-0.3,-4.5,5,-1,4,30,3
COc1ccc(-c2cc(C)nc3c(-c4ccccc4)cnn23)cc1,x,3,-2.0,-2.5,5,7,8,-1,-2
COc1ccccc1NC(=O)c1ccc(COc2ccccc2Br)o1,0,0,-1.4,-1.9,7,-21,-16,-13,1
O=c1c2sc(-c3ccccc3)cc2nc2n1CCCCC2,10,-3,0.8,-0.8,-2,-11,24,0,-8
CC(C)Oc1ccccc1-c1nc(SCC(=O)O)n[nH]1,7,-1,-1.9,-0.6,2,-4,7,2,-3
COc1cc(C(=O)Nc2ccc(Cl)c(C(F)(F)F)c2)cc(OC)c1OC,-3,7,-0.1,-3.2,0,-9,-2,-12,-6
CCOc1ccc(-n2c(=O)c3sccc3n(Cc3ccc(C)cc3)c2=O)cc1,2,13,-1.1,-4.3,4,-2,13,6,0
C=C(C)CN(CC)c1nc(N)c2c(N)nc3c(c2c1C#N)CC(=O)N3C12CC3CC(CC(C3)C1)C2,-2,-10,-3.9,-5.9,6,-4,62*,-15,1
Cc1nn(C)cc1C(C(=O)NC1CCCCC1)N(C(=O)Cn1nnc2ccccc21)c1ccc(F)cc1 (stereo unspecified),-2,8,-2.0,-1.8,0,2,-10,-3,-7
Fc1ccc(NC(=S)NCCc2ccc(Cl)cc2)cc1,1,-9,-1.7,-4.0,1,-3,1,-9,-1
O=C(NCc1ccco1)C1CN(S(=O)(=O)c2ccccc2)CCN1S(=O)(=O)c1ccccc1 (stereo unspecified),-2,-8,-1.1,-3.3,1,-17,26,4,1
# (next part)
SMILES,IDE inh,p-CIP stab down,VIM-2 inh,IMP-1 inhibitor,IDE cell activ,FID counter,SUMO HTRF inh,NS3 helicase inh,PfM18AAP inh
Cc1nc2ccccc2c(=O)n1/N=C/c1cn(-c2ccccc2)nc1-c1cccs1,9,0,0.1,-0.2,6,3,-5,7,-1
CCn1nc(C)c(NC(=O)/C=C/c2cnn(C)c2)c1C,2,6,-1.6,-2.5,-3,0,-27,0,3
COc1ccc(CCN2CC(C#N)=C3c4cc(OC)c(OC)cc4CCN3C2)cc1OC,2,-15,-0.6,-5.8,4,-14,22,3,-4
O=C1/C(=C/c2ccccn2)SC(=S)N1c1cccc(O)c1,2,-5,-2.5,0.2,0,9,22,8,15
COc1ccc(NC(=S)NNC(=O)c2ccc(S(=O)(=O)N3CCOCC3)cc2)cc1,5,-7,-2.1,-1.2,9,-12,-26,-2,6
CCCOC(=O)C1[C@H]2C(=O)N(CCCOC)C[C@]23C=C[C@H]1O3 (stereo partly specified),1,-2,-0.7,-5.8,-2,0,-9,6,0
Cc1nc(N2CCOCC2)c2c(C)c(C(=O)Nc3ccccc3Cl)sc2n1,5,-11,-2.3,-2.2,4,-3,18,-1,-1
COc1ccc(CC(=O)Nc2cc3oc4ccccc4c3cc2OC)cc1,1,-6,0.2,-0.8,2,-2,18,0,0
O=C(CSc1nnc(Cc2cc(=O)[nH]c(=O)[nH]2)n1-c1ccc(F)cc1)N1CCCCC1,1,-18,-1.3,-2.3,4,-10,6,4,-7
Cc1ccc(C(=O)N2CC(=O)Nc3ccc(F)cc3C2c2ccccc2)cc1[N+](=O)[O-] (stereo unspecified),4,-2,-1.5,-4.1,4,-6,-1,13,-5
